High-throughput results (PubChem)
GPR55 beta-arrestin: GPR55 agonists via beta-arrestin recruitment, primary screen, imaging, U2OS cells, beta-arrestin-GFP redistribution (AID 1961) | U2OS GPR55 beta-arrestin-GFP redistribution imaging; higher % means a stronger effect | G-protein coupled receptor 55 (Homo sapiens) | actives 0.048% (n = 290,000) | activation, % at 10 µM, or EC50 in µM where a hit was titrated;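 active means activation above 40% with more than 50 cells counted in the well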;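 further: U2OS osteosarcoma cells stably expressing GPR55 and beta-arrestin-GFP; plate controls were DMSO negative control for no effect and LPI positive control for full effect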
Rac1 GTP hydrolysis: MgcRacGAP GTPase-activating activity inhibitors, confirmation, biochemical, ADP Hunter fluorescence. actives 0.6% (n = 340,000). MgcRacGAP-stimulated Rac1 GTP hydrolysis, ADP Hunter fluorescence; higher % means a stronger effect; GST-tagged Rac1 F28L mutant substrate. AID 624330, 2012. one-dose inhibition, % at 30 µM; IC50 in µM for titrated hits;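 active means first-screen hits whose inhibition reached a set limit at any dose in the follow-up dose series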;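 further: fluorescence reports GDP produced by GAP-driven GTP hydrolysis; strong numbers were not always called active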
HIV peptide binding: inhibitors of HIV fusion peptide binding, primary screen, biochemical, uHTS, fluorescence dequenching (AID 1986). cell-free peptide binding, fluorescence dequenching, 30 min; higher % means a stronger effect. one-dose inhibition, % at 20 µM; IC50 in µM for titrated hits. actives 0.3% (n = 290,000); in the data active means inhibition mostly above about 52%, no sharp cut-off; inactive means mostly below about 76%; further: some results filed as inactive read as strong as hits
KOR beta-arrestin-1: KOR antagonists, beta-arrestin recruitment, cell-based, luminescence, uHTS (AID 1778) | Kappa-type opioid receptor (Homo sapiens) | KOR beta-arrestin recruitment, luminescence, antagonist mode; higher % means a stronger effect | inhibition, % at 10 µM, or IC50 in µM where a hit was titrated | actives 0.091% (n = 290,000); further: strong numbers were not always called active
SV40 large T antigen: SV40 large T antigen inhibitors, biochemical (AID 1903); SV40 large T antigen ATPase/helicase inhibition assay; higher % means a stronger effect; actives 0.39% (n = 310,000); inhibition, % at 20 µM; hits with a dose series show IC50 in µM; in the data active means a potency from the dose series; further: strong numbers were not always called active
NOD2 inhibition: NOD2 signaling inhibitors, cell-based, luminescence, uHTS, HEK293 (AID 1566). HEK293 NOD2/NF-kB luciferase reporter, luminescence; higher % means a stronger effect. one-dose inhibition, % at 4 µM; EC50 in µM for titrated hits. actives 0.63% (n = 290,000); further: many of its hits are not listed in these tables
KOR beta-arrestin-2: KOR agonists, beta-arrestin recruitment, primary screen, cell-based, luminescence, uHTS (AID 1777); activation, % at 10 µM; hits with a dose series show EC50 in µM; actives 0.02% (n = 280,000); KOR beta-arrestin recruitment, luminescence; higher % means a stronger effect; Kappa-type opioid receptor (Homo sapiens); in the data active means activation above about 50%, passing the limit was not always enough; further: a part of the inactive calls stands beside numbers as strong as those of hits
NOD1 inhibition: NOD1 signaling inhibitors, primary screen, cell-based, luminescence, uHTS (AID 1578). NOD1-driven NF-kB luciferase reporter cells, luminescence; higher % means a stronger effect. inhibition, % at 4 µM; hits with a dose series show EC50 in µM. actives 1% (n = 290,000); in the data active means inhibition mostly above about 36%, no sharp cut-off; inactive means mostly below about 34%;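 further: HEK-293T reporter cells stimulated with the NOD1 agonist gamma-tri-DAP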
GPR55 LPI antagonism: GPR55 antagonists blocking LPI-driven arrestin recruitment, primary screen, imaging, U2OS, beta-arrestin-GFP, LPI agonist (AID 2013); inhibition, % at 10 µM, or IC50 in µM where a hit was titrated; actives 0.13% (n = 290,000); U2OS GPR55 beta-arrestin-GFP translocation imaging, LPI antagonism; higher % means a stronger effect;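 active means spots per cell inhibited over 60%, with over 100 cells counted and total cytoplasm intensity under 500,000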;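 further: U2OS cells stably carrying GPR55 and arrestin-GFP stimulated by 5 µM LPI near EC80; imaged beta-arrestin-GFP aggregate spots per cell after agonist stimulation; plate controls were LPI-stimulated DMSO wells for no effect and DMSO wells without LPI for full effect; some results filed as inactive read as strong as hits; confirmed hits need IC50 under 10 µM and bright autofluorescent wells are also inconclusive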
Active calls of the source: *; x = no result given; & = joins results of further samples; [ ] = remark or other dose. Unless noted, no stated cut-off is given here; in the data, active means inhibition above about 50%; inactive means the rest. Some of the compounds tested (hit frequency here may not be typical).

nr	Molecule	GPR55 beta-arrestin	Rac1 GTP hydrolysis	HIV peptide binding	KOR beta-arrestin-1	SV40 large T antigen
1	CCc1cc(=O)oc2c(C)c(OCC(=O)NC3CC(C)(C)NC(C)(C)C3)ccc12	0.2%	0.0%	-1.0%	21.0%	11.2%
2	COc1ccc(/C=N/Nc2nc(Nc3ccccc3)nc(N3CCCCC3)n2)cc1OC	0.3%	6.2%	0.3%	-53.9%	-16.1%
3	CCOc1ncccc1C(=O)OCC(=O)c1ccc(F)cc1	-0.7%	1.2%	1.6%	26.0%	-5.6%
4	O=c1[nH]c(O)c(/C=C2\C=Nc3ccc(Br)cc32)[nH]1	-0.1%	5.8%	-0.5%	-19.5%	18.1%
5	CC1CCN(Cc2c(C(=O)N3CCc4ccccc4C3)nc3ccc(Cl)cn23)CC1	0.3%	5.1%	1.6%	0.2%	10.8%
6	O=C(NCc1ccco1)c1n[nH]c(=O)c2ccccc12	-0.2%	1.9%	-0.3%	13.5%	1.4%
7	Cc1cc(C)cc(NC(=O)CCOc2ccccc2)c1	-0.1%	x	-1.4%	33.6%	14.2%
8	c1ccc(CSCc2nc3ccccc3[nH]2)cc1	-0.1%	2.6%	1.0%	20.4%	2.1%
9	CCOc1ccccc1NC(=O)COC(=O)C1CCC1	-0.1%	6.3%	-0.1%	-29.4%	-8.8%
10	CC(C)CNS(=O)(=O)c1cc(C(=O)OCC(=O)c2ccc3c(c2)OCCO3)c(Cl)cc1Cl	-0.3%	10.4%	2.8%	-23.3%	3.7%
11	O=C(NCc1ccc(F)cc1Cl)C1CCN(S(=O)(=O)N2CCC3(CC2)OCCO3)CC1	-2.3%	15.9%	0.2%	25.1%	-4.6%
12	O=C(c1ccco1)N1CCN(C(c2ccccc2)c2nnnn2Cc2cccs2)CC1 (configuration not stated)	-0.2%	2.0%	0.1%	-1.9%	3.7%

nr	NOD2 inhibition	KOR beta-arrestin-2	NOD1 inhibition	GPR55 LPI antagonism
1	9.4%	0.3%	-22.4%	16.0%
2	-125.0%	5.3%	24.8%	-4.5%
3	8.6%	1.5%	-29.8%	1.5%
4	2.5%	-2.3%	27.4%	-1.7%
5	12.2%	4.0%	-9.4%	16.8%
6	7.8%	-8.4%	-0.7%	-16.0%
7	17.0%	-4.7%	-5.6%	7.2%
8	-59.0%	8.0%	-38.0%	7.6%
9	7.0%	5.4%	-20.5%	-2.6%
10	10.2%	9.3%	-23.4%	48.9%
11	10.1%	-1.7%	19.2%	14.7%
12	16.1%	0.4%	10.5%	6.5%

(continued)
nr	Molecule	GPR55 beta-arrestin	Rac1 GTP hydrolysis	HIV peptide binding	KOR beta-arrestin-1	SV40 large T antigen
13	O=C(C1CC(=O)N(c2ccc(F)cc2)C1)N1CCN(c2ccccc2)CC1 (configuration not stated)	-0.1%	3.5%	1.4%	4.2%	21.3%
14	COc1ccccc1NC(=O)C(=O)N(c1cccnc1)C(C(=O)NC(C)(C)C)c1ccccc1 (configuration not stated)	0.5%	5.9%	-0.9%	-0.2%[20 µM]	18.5%
15	COc1ccc(OC)c(N/C(C)=C/C(=O)c2ccncc2)c1	0.0%	13.5%	-2.9%	-0.2%	21.7%
16	O=C(NCC(=O)N1CCN(c2ncccn2)CC1)c1cccs1	0.3%	2.4%	1.4%	21.3%	9.9%
17	O=C(CSc1nnc(-c2cccs2)n1CC1CCCO1)N1CCCC1 (configuration not stated)	-0.1%	3.9%	-0.7%	2.6%[20 µM]	11.9%
18	COc1ccc(NC(=O)CC2SC(=NCC3CCCO3)NC2=O)c([N+](=O)[O-])c1 (configuration not stated)	-0.1%	2.4%	-2.6%	10.3%	4.5%
19	COc1cc(C(C(=O)NC2CCCCC2)N(Cc2cccs2)C(=O)Cc2c[nH]c3ccccc23)cc(OC)c1OC (configuration not stated)	-0.2%	3.6%	0.1%	-2.9%	12.8%
20	O=C(CCNc1cccc(F)c1)c1cccc([N+](=O)[O-])c1	0.2%	-5.1%	1.4%	17.8%[20 µM]	8.0%
21	CCOc1ccc(Nc2cc(=O)[nH]c(=O)[nH]2)cc1	-0.2%	8.6%	1.1%	-0.7%	15.3%
22	COc1ccccc1N1CCN(CCCn2c(=S)[nH]c3ccccc3c2=O)CC1	0.0%	8.3%	-0.3%	9.8%	0.0%
23	Cc1cc(NC(=O)c2sccc2C)n(-c2cccc(Cl)c2)n1	0.0%	4.8%	1.0%	15.7%	6.7%
24	CNC(=O)/C(=N\O)c1ccccc1	-0.2%	x	-2.4%	26.0%	6.3%

nr	NOD2 inhibition	KOR beta-arrestin-2	NOD1 inhibition	GPR55 LPI antagonism
13	11.1%	-3.9%	-21.5%	11.9%
14	13.5%	-11.5%	-24.0%	5.4%
15	15.9%	-1.0%	4.5%	6.0%
16	-14.5%	-0.4%	-22.1%	8.3%
17	-0.2%	-2.6%	-36.7%	-3.7%
18	1.3%	-1.0%	-32.5%	-8.5%
19	6.2%	3.3%	-6.4%	7.7%
20	4.9%	-8.0%	-28.0%	-2.9%
21	-2.6%	2.6%	-18.6%	11.7%
22	6.3%	2.7%	-12.3%	2.1%
23	2.3%	-1.8%	-51.6%	24.5%
24	18.7%	2.5%	3.7%	-4.9%

The listing continues.
nr	Molecule	GPR55 beta-arrestin	Rac1 GTP hydrolysis	HIV peptide binding	KOR beta-arrestin-1	SV40 large T antigen
25	O=C(Nc1ccccc1C(=O)Nc1ccncc1)c1ccccc1	-0.1%	4.8%	-0.6%	-8.4%	6.6%
26	O=C(CSc1n[nH]c(=O)[nH]c1=O)c1ccccc1[N+](=O)[O-]	-0.1%	9.3%	0.1%	-12.1%	20.9%
27	COc1ccccc1-c1cc(C(F)(F)F)c(C#N)c(=O)[nH]1	0.0%	2.2%	6.4%	-8.0%	11.6%
28	Cc1cc(NC(=O)CSc2nccn2-c2ccc(Cl)cc2)no1	-0.1%	3.8%	-3.0%	-75.7%	2.4%
29	O=c1[nH]c(CN2CCN(Cc3ccc4c(c3)OCO4)CC2)nc2ccccc12	-0.3%	7.5%	0.2%	-5.6%	11.8%
30	OCCN1CCN(CCCc2c3c(cc4c2CCC4)CCC3)CC1	-0.2%	7.5%	2.8%	-10.5%	19.1%
31	CCOC(=O)c1c(C)n(C)c2ccc(OCC(O)Cn3nc(C)cc3C)cc12 (configuration not stated)	-0.2%	7.4%	0.3%	17.7%	3.0%
32	COCC(=O)N1CCC(Oc2ccc(C(=O)NCc3csc(C(C)C)n3)cc2)CC1	0.2%	6.8%	0.8%	-5.6%	10.5%
33	CCCN1C(=O)SC(CC(=O)Nc2ccccc2)C1=O (configuration not stated)	0.5%	8.8%	-1.6%	-16.1%	2.7%
34	COc1cc(NC(=O)c2cnc(N)o2)cc(C(=O)Nc2cccc(C(F)(F)F)c2)c1	-0.1%	15.8%&6.3%	3.3%	3.1%	16.0%
35	Cn1cnnc1SCC(=O)Nc1cc(S(=O)(=O)N2CCCCC2)ccc1Cl	-0.1%	5.1%	-2.0%	-3.8%	19.5%
36	Cc1ccc2c(c1)N(C(=O)CCC(=O)NCCCN1CCOCC1)CC(C)O2 (configuration not stated)	0.0%	14.0%	-1.3%	-24.8%[20 µM]	5.8%

nr	NOD2 inhibition	KOR beta-arrestin-2	NOD1 inhibition	GPR55 LPI antagonism
25	-8.4%	0.7%	-49.7%	5.6%
26	8.3%	9.6%	-11.3%	0.4%
27	15.8%	-1.2%	-36.4%	13.3%
28	7.7%	8.2%	2.0%	12.2%
29	-8.2%	1.6%	9.1%	-12.1%
30	-1.1%	6.4%	-31.9%	-21.1%
31	27.8%	-1.9%	-3.6%	-5.3%
32	9.0%	-4.6%	-25.7%	14.9%
33	4.9%	-2.5%	-24.7%	0.9%
34	-72.1%	-1.8%	5.5%	18.6%
35	1.8%	1.5%	-4.5%	-10.2%
36	15.8%	-5.1%	-16.9%	11.1%

Next section, overlapping the part above by 3 compounds.
nr	Molecule	GPR55 beta-arrestin	Rac1 GTP hydrolysis	HIV peptide binding	KOR beta-arrestin-1	SV40 large T antigen
34	COc1cc(NC(=O)c2cnc(N)o2)cc(C(=O)Nc2cccc(C(F)(F)F)c2)c1	-0.1%	15.8%&6.3%	3.3%	3.1%	16.0%
35	Cn1cnnc1SCC(=O)Nc1cc(S(=O)(=O)N2CCCCC2)ccc1Cl	-0.1%	5.1%	-2.0%	-3.8%	19.5%
36	Cc1ccc2c(c1)N(C(=O)CCC(=O)NCCCN1CCOCC1)CC(C)O2 (configuration not stated)	0.0%	14.0%	-1.3%	-24.8%[20 µM]	5.8%
37	Cc1ccc(S(=O)(=O)N2CCN(C(=O)CC(C)(C)C)CC2)cc1	0.4%	3.5%	-0.4%	22.8%	-2.2%
38	Cc1ccc(N=CC2=C(O)CC(c3ccc(Cl)cc3)CC2=O)cc1 (configuration not stated)	0.5%	5.3%	0.5%	x	7.9%
39	CCN(CC)S(=O)(=O)c1cccc(C(=O)NC2CCCCC2)c1	0.6%	2.6%	0.4%	11.6%	13.3%
40	COC(=O)c1c(NC(=O)CN2CCCC(C)C2)c2c(C)cccc2n1C (configuration not stated)	-0.2%	10.8%	-0.8%	5.7%	5.4%
41	C[C@@H]1C=C[C@](Cc2ccccc2)(C(=O)NCCc2c[nH]c3ccccc23)N1C(=O)c1ccccc1	-0.3%	11.7%	-2.5%	-22.3%	17.7%
42	CC(C)N1C(=O)S/C(=C/c2ccc(Sc3nc4ccccc4[nH]3)o2)C1=O	-0.3%	12.6%	-1.1%	-1.2%	7.3%
43	CC(C)(C)C1CCC(=NNc2nc3ccccc3[nH]2)CC1 (configuration not stated)	0.1%	3.4%	-4.8%	-6.7%	4.2%
44	CC(C)CSc1nc2c(c(=O)[nH]c(=O)n2C)n1CCc1ccccc1	-0.3%	10.0%	1.9%	-30.8%	5.6%
45	CCC(C)[C@H](NC(=O)C1CC(=O)N(c2ccc(OC)cc2)C1)C(=O)NC1CCCC1 (some centres not stated)	-0.1%	9.0%	0.0%	9.6%	7.2%

nr	NOD2 inhibition	KOR beta-arrestin-2	NOD1 inhibition	GPR55 LPI antagonism
34	-72.1%	-1.8%	5.5%	18.6%
35	1.8%	1.5%	-4.5%	-10.2%
36	15.8%	-5.1%	-16.9%	11.1%
37	25.8%	-3.6%	-14.1%	-5.6%
38	20.5%	22.0%	-7.5%	9.1%
39	-7.9%	-3.2%	-7.7%	8.3%
40	-4.2%	-4.1%	-22.1%	-9.8%
41	-11.1%	1.5%	41.5%	0.3%
42	43.4%	-3.2%	50.1%	0.8%
43	-1.8%	3.6%	18.7%	2.2%
44	8.8%	x	-21.5%	-3.3%
45	-2.4%	0.2%	-11.4%	10.8%
